# From PubChem
# HP1b binding inh – HP1-beta chromodomain-methylated histone interaction inhibition. P83916. AlphaScreen HP1-beta / biotin-H3K9me3 peptide binding. Potency, µM (top dose mostly 114 µM), for the others: at the top dose activity change, negative = inhibition, hits mostly inhibitors. hit rate 0.56% among 390,000; also: potency is read from the fitted curve at half-maximal effect; nearly all actives have a fitted effect of over 70% in size; inactives centre near 23
# Target sequence (P83916 whole entry, looked up): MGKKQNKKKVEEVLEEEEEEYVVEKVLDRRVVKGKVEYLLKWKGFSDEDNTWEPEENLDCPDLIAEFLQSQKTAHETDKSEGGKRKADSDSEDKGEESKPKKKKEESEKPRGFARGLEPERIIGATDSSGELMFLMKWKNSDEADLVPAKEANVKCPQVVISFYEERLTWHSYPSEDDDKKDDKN
#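 HP1-beta protein (50 nM final) preincubated 30 min at room temperature with biotinylated H3(1-18)K9me3 peptide (50 nM) in PBS pH 7.4, 0.01% Tween-20, then compound added for 30 min. AlphaScreen streptavidin donor/nickel chelate acceptor beads (10 ug/mL final), 30 min dark, luminescence read.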
# Pin1 inhibitor – inhibitors of human Pin1; AID 504891; Pin1 FP peptide displacement, HiFluor488, 10 min; Q13526; Potency, µM (top dose mostly 115 µM), inactives show at the top dose activity, negative = inhibition, most hits filed as inhibitors; hit rate 0.009% among 390,000; active = well fitted inhibition curve with a large enough effect in the polarisation, with a control signal flat, not every such curve was filed as active; inconclusive = small, poorly fitted or top-dose-only effect, or effect the other way, or a change in a side signal; inactive = no such curve, though single readings can be large or run the other way; the % refers to the polarisation; also: potency is read from the fitted curve at half-maximal effect; % is scaled to controls: 0 for no effect and ±100 for the full control effect
# GLS inh – inhibitors of human glutaminase (GLS); GLS enzymatic activity, qHTS titration; Potency, µM (titrated, usually from 45.5 µM), without a hit: at the highest dose activity change, negative = inhibition, usual class: inhibitors; O94925; AID 624170; hit rate 0.21% among 410,000; also: potency is read from the fitted curve at half-maximal effect; % is scaled to controls: 0 for no effect and ±100 for the full control effect
#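 Coupled fluorescence readout: glutamate oxidase/HRP/Amplex Red detect glutamate formed by hKGA from L-glutamine (1 mM solution added). Buffer 45 mM KH2PO4 pH 8.2, 0.02% Tween-20; reads at t0 and 30 min RT.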
# USP1 inh – blocks the human USP1/UAF1 deubiquitinase complex; recombinant USP1/UAF1, Ub-Rhodamine cleavage fluorescence; Potency, µM (highest dose often 57.1 µM), for inactives: at the top dose activity change, negative = inhibition, usual class: inhibitors; hit rate 0.23% among 390,000; AID 743255; also: potency is read from the fitted curve at half-maximal effect; % is scaled to controls: 0 for no effect and ±100 for the full control effect; nearly all actives have a fitted effect of over 60% in size; inactives centre near -12
#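 High-throughput fluorogenic screen: 1nM USP1/UAF1 complex, Ub-Rho substrate 150nM final, 50mM HEPES pH 7.8 with 0.5mM EDTA, 0.1 mg/ml BSA, 1mM TCEP and 0.01% Tween-20.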
# Tb PGK inh – inhibitors of T. brucei phosphoglycerate kinase; P07378; PGK/GAPDH coupled, Kinase-Glo luminescence, 60 min; Potency, µM (titrated, usually from 57.5 µM), for the others: top-dose activity change, negative = inhibition, hits mostly inhibitors; hit rate 0.043% among 380,000; also: potency is read from the fitted curve at half-maximal effect; % is scaled to controls: 0 for no effect and ±100 for the full control effect; nearly all actives have a fitted effect of over 60% in size
# Target sequence (P07378 whole entry, looked up): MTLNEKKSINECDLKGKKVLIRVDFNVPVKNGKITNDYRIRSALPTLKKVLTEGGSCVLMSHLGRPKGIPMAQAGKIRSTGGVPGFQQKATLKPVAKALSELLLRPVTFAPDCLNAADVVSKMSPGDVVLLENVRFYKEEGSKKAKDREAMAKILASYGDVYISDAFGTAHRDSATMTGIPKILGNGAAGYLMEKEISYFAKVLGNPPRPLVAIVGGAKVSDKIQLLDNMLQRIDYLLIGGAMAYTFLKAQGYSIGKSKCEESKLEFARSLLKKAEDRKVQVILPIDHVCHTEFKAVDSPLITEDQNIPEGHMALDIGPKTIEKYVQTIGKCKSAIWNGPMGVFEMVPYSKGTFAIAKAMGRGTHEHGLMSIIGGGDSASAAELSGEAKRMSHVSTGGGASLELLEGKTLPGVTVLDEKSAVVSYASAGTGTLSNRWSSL
#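 Recombinant glycosomal PGK reaction used 1,3-bisphosphoglycerate generated in-well by GAPDH (100nM final) in 100mM TEA pH 7.6, 5mM MgCl2, 0.01% Tween-20. After 60 minutes at room temperature, ATP was read by Kinase-Glo Plus luminescence end-point.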
# PI4K2A block – PI4K2A (human) kinase inhibition; Q9BTU6; purified PI4K2A, ADP-Glo luminescence, 1 h; stronger effect = lower value; activity change, negative = inhibition, % at 76.9 µM; hit rate 0.13% among 420,000; in the data active = activity change below about -50%; inconclusive = mostly about -30% to -49%;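 also: -100% = wells without enzyme as full effect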
#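 In this quantitative HTS, ADP production by PI4K2A was quantified luminescently after 1 h at ambient temperature; 100 microM adenosine served as plate-quality control.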
# IDH1 R132H inh – blocks human mutant IDH1 R132H enzyme; IDH1-R132H enzyme, NADPH consumption, diaphorase/resazurin fluorescence; AID 602179; hit rate 0.093% among 390,000; O75874; Potency, µM (highest dose often 76.6 µM), for the others: at the highest dose activity change, negative = inhibition, hits mostly inhibitors; also: potency is read from the fitted curve at half-maximal effect; % is scaled to controls: 0 for no effect and ±100 for the full control effect; nearly all actives have a fitted effect of over 65% in size
#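 IDH1-R132H (0.5 ug/mL dispensed) in pH 7.5 Tris buffer was preincubated 30 min with compound, then given a substrate mix of 0.016 mM NADPH and 2 mM alpha-KG for 80 min at room temperature; remaining NADPH was read by diaphorase/resazurin fluorescence.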
# TrxR1 substrate – is turned over as a substrate by rat TrxR1; purified TrxR1 substrate turnover, NADPH consumption readout; Potency, µM (highest dose often 114 µM), without a hit: at the top dose activity change, negative = substrate turnover; hit rate 0.01% among 390,000; AID 588456; also: potency is read from the fitted curve at half-maximal effect; % is scaled to controls: 0 for no effect and ±100 for the full control effect; nearly all actives have a fitted effect of over 50% in size
# Target sequence (O89049 whole entry, looked up): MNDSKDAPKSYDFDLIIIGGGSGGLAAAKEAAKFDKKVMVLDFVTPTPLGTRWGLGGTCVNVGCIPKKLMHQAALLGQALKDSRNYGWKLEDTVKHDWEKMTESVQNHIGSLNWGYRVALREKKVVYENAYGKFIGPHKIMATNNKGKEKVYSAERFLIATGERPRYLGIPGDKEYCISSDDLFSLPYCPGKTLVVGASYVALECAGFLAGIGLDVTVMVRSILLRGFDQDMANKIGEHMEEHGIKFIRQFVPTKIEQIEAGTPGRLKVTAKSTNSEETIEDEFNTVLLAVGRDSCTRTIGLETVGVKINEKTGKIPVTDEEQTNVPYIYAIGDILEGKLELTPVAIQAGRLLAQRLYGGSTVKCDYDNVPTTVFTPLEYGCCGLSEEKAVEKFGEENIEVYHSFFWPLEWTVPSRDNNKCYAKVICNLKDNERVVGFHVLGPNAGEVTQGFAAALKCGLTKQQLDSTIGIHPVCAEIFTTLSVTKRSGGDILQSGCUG
#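 Rat TrxR1, dispensed at 90 nM, was prereduced with 400 uM NADPH (final) for 5 min at ~22 deg C, then incubated with compound 15 min before 400 uM selenite. A first-read NADPH fluorescence drop versus no-compound background flagged substrates.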
# TrxR1 inh – rat TrxR1 inhibition; Potency, µM (top dose mostly 114 µM), for the others: at the highest dose activity change, negative = inhibition, actives largely listed as inhibitors; hit rate 1% among 390,000; recombinant rTrxR1, NADPH fluorescence consumption, selenite substrate; AID 588453; also: potency is read from the fitted curve at half-maximal effect; % is scaled to controls: 0 for no effect and ±100 for the full control effect; nearly all actives have a fitted effect of over 65% in size
#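 Rat TrxR1 (90 nM in the dispensed reagent) was pre-reduced with 400 uM NADPH for 5 min at room temperature, then incubated with compound for 15 min. After 400 uM selenite was added, NADPH fluorescence (Ex 340/Em 450 nm) was followed for 8 min.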
# * = called active by the depositor; i = inactive; ? = inconclusive; / = no result given; [ ] = another dose, or the depositor's remark. Unless noted, calls follow the shape of the dose curve; as a rule, active = well fitted curve in the direction sought with a large enough effect; inconclusive = small, poorly fitted or top-dose-only effect, or another doubt; inactive = no such curve, though single readings can be large; an effect the other way counts as inactive or inconclusive.
SMILES,HP1b binding inh,Pin1 inhibitor,GLS inh,USP1 inh,Tb PGK inh,PI4K2A block,IDH1 R132H inh,TrxR1 substrate,TrxR1 inh
COc1cccc(-c2ccc(-c3noc(-c4ccccc4F)n3)c(OC)n2)c1,75.1%,23.8%,-3.7%,-9.7%,-6.7%,-3.5,-0.2%,137.0%[activator][57.1 µM],207.3%[activator][57.1 µM]
CCN(CC(=O)NCc1ccc(Cl)cc1)C(=O)c1ccc(S(=O)(=O)N(C)C)cc1,45.6%[activator],-4.1%,-4.3%,-17.5%,-3.6%,1.2,2.3%,4.9%[57.1 µM],10.3%[57.1 µM]
C=CCNC(=O)C(=O)Nc1cc2c3c(c1)CCC(=O)N3CCC2,18.8%,2.5%,1.4%,-23.0%,i,0.6,2.8%,0.1%,22.4%
S=C(NC1CCCCC1)NC1CC2C=CC1C2 (configuration not stated),37.3%,-5.2%,11.5%,-7.4%,-8.9%,-1.2,-4.5%,3.8%,18.9%
CC1(C)CC(=O)c2c(O)cc(OCC(=O)Nc3ccc(S(N)(=O)=O)cc3)cc2O1,26.3%,0.2%,9.0%,18.1%,-2.5%,2.0,-16.1%,-9.7%,-9.9%
C[C@H]1Oc2ccccc2C(=O)C1C(=O)c1ccccc1 (some centres not stated),72.3%[activator],0.4%,11.3%,-2.9%,-7.6%,8.3,-10.6%,-8.3%,-6.9%
CC(C)(C)OC(=O)N1CCC(c2c(C(=O)N3CCN(C(=O)c4ccco4)CC3)cnn2-c2ccccc2)CC1,26.9%,4.0%,0.2%,14.8%,1.8%,-0.8,22.0%,0.0%,-4.2%
CCOc1ccc2ccccc2c1/C=N\NC(=O)c1ccc([N+](=O)[O-])cc1,46.7%[activator],8.8%,-0.4%,-7.5%,2.6%,0.8,5.7%,-12.0%,-5.1%[57.1 µM]
COc1ccc(CCNC(=O)CCn2c(=O)c3ccccc3n(Cc3c(C)cc(C)cc3C)c2=O)cc1OC,16.1%,3.9%,3.4%,-7.4%,-5.5%,2.3,11.6%,6.2%,11.7%
O=C(NCc1ccco1)C(c1ccco1)N(CCc1ccccc1)C(=O)Cn1nnc2ccccc21 (configuration not stated),?,-0.4%,-15.0%,-14.5%,0.3%,0.9,-5.7%,2.8%[57.1 µM],4.6%[57.1 µM]
O=C(NCc1ccc2[nH]c3c(c2c1)CCCC3)c1ccc(S(=O)(=O)N2CCCCC2)cc1,7.1%,-0.7%,6.8%,-4.8%,5.8%,-4.3,-5.8%,-4.7%[57.1 µM],1.1%[57.1 µM]
NC(=O)c1ccc(NC(=O)COC(=O)CCSc2ccccc2)cc1,25.9%,-0.1%,-0.6%,-20.4%,i,0.7,9.1%,-1.0%,15.0%
Cc1cc(C)c(NC(=O)C2CCCN(S(=O)(=O)c3c(C)noc3/C=C/N(C)C)C2)c(C)c1 (configuration not stated),27.4%,12.8%,0.1%,-18.2%,-11.1%,-1.6,-11.2%,-10.7%,7.8%
COc1ccc(-c2nc(C#N)c(N3CC(C)OC(C)C3)o2)cc1OC (configuration not stated),24.7%,0.3%,-1.9%,-25.2%,-0.8%,-0.6,7.0%,133.3%[activator],53.2%[activator]
Cc1cnc(NC(=O)Cc2ccccc2F)s1,21.9%,8.5%,-2.4%,-20.7%,-8.0%,4.3,0.0%,-11.1%,-18.1%
COc1ccc(C(=O)NC2CCCc3c2cnn3-c2cc(F)cc(F)c2)c(OC)n1 (configuration not stated),74.8%[activator],-4.8%,-14.7%,-22.0%,i,-5.4,0.0%,-2.8%,16.1%
Nc1nc(-c2ccccc2)c(N=Nc2ccccc2Cl)s1,17.8µM*,?,-12.9%,-20.5%,-5.9%,-9.9,7.2%,-17.8%,-22.4%
O=C(O)c1ccc(Cl)c(NC(=O)C2CCN(S(=O)(=O)c3cccs3)CC2)c1,/,/,0.3%,2.3%,-6.5%,3.7,0.6%,/,/
O=C(CCCCn1c(=O)[nH]c2ccsc2c1=O)NCc1ccc2c(c1)OCO2,38.5%,3.3%,-8.4%,-16.8%,-2.7%,8.8,6.4%,0.2%[57.1 µM],19.8%[57.1 µM]
CN1/C(=C\C(=O)COC(=O)C2COc3ccccc3O2)C(C)(C)c2ccccc21 (configuration not stated),22.9%,35.6%[activator],-1.1%,-3.9%,-5.5%,9.1,8.0%,2.2%,-2.1%
CCS(=O)(=O)C1=NN2C(=N)/C(=C\c3ccc(OC(=O)c4ccco4)cc3)C(=O)N=C2S1,33.5%,1.5%,2.9%,-12.7%,9.9%,2.8,13.2%,1.8%,13.3%
CCOC(=O)N1CCN(C(c2ccc(Cl)cc2)c2sc3nc(C)nn3c2O)CC1 (configuration not stated),18.0%,2.8%,11.4%,-9.1%,-4.8%,3.5,-1.0%,9.0%[57.1 µM],11.5%[57.1 µM]
O=C(CCc1nc2ccccc2c(=O)[nH]1)Nc1nc(-c2cccs2)cs1,-13.8%,?,-1.2%,-22.1%,-0.2%,-0.4,3.7%,4.0%[57.1 µM],11.2%[57.1 µM]
COc1cc(OC)c2c(c1C(CCN1CCCC1)c1ccc(N(C)C)cc1)OC(=O)CC2c1ccc(N(C)C)cc1 (configuration not stated),?,50.8%[activator],/,/,/,/,/,-0.6%,?
CC1CC(C)CN(S(=O)(=O)c2cc3c4c(c2)CCC(=O)N4CCC3)C1 (configuration not stated),13.0%,1.4%,1.9%,-8.5%,-9.7%,4.7,1.7%,-12.8%,-7.1%
CC(=O)N1c2ccc(S(=O)(=O)NCCc3cccc(C)c3)cc2CC1C (configuration not stated),25.7%,1.4%,5.0%,-2.1%,-8.0%,-2.3,4.3%,2.5%,13.3%
Cc1ccc(NS(=O)(=O)c2c(C)[nH]c(C)c2C(=O)N2CCCC2)cc1,69.0%[activator],8.0%,-3.1%,-25.7%,6.7%,-0.3,-1.3%,3.7%,18.6%
CC1(C)N=C(N)N=C(N)N1c1cccc(CN)c1,30.1%,-1.5%,-6.9%,-23.8%,-5.2%,-1.4,0.0%,4.2%,15.2%
CCOc1ccc(-n2c(SCc3ccc(C(=O)OC)o3)nc3c([nH]c4ccccc43)c2=O)cc1,16.4%[57 µM],-0.8%,-6.7%,-15.7%,-3.3%,-0.1,-14.9%,0.2%[57.1 µM],21.1%[57.1 µM]
CCS(=O)(=O)N1N=C(c2cccs2)CC1c1cc2cc(C)ccc2nc1Cl (configuration not stated),35.8%,81.9%[activator],-7.2%,-17.2%,-6.8%,1.5,3.8%,-0.1%,17.0%
CCOc1ccccc1-n1c(=S)sc2c(=O)n(-c3ccccc3)c(=S)[nH]c21,24.3%,1.8%,4.9%,-21.4%,-7.9%,-9.2,12.1%,-2.3%,1.2%
Cc1cccc(Nc2cc(C)nc(-n3nc(C)cc3C)n2)c1,25.9%[57 µM],-5.7%,1.0%,-14.5%,i,-4.6,-4.5%,5.4%[57.1 µM],13.5%[57.1 µM]
CC(=O)Nc1c(OC(C)=O)ccc2c(C)cc(=O)oc12,48.1%[activator],?,-4.0%,-17.1%,1.4%,-3.1,1.0%,193.4%[activator],?
COc1ccc(OC)c(-c2nnc3n(Cc4ccc(C)cc4)c(=O)c4ccccc4n23)c1,25.7%,-4.0%,16.0%,-18.6%,-21.4%,-0.6,-3.2%,-3.3%,5.3%
O=C1C(=O)N(Cc2ccco2)C(c2cccc(Cl)c2)/C1=C(\O)c1ccc2c(c1)OCCO2 (configuration not stated),-14.3%,?,-3.4%,-19.6%,-5.5%,3.7,0.6%,-12.5%,?
CC(=O)/C(=C/N(C)C)C(=O)Nc1ccc(Cl)cc1Cl,7.2%,-6.2%,6.0%,-12.5%,-9.3%,-2.1,-8.9%,-6.5%[57.1 µM],-26.2%[57.1 µM]
Cn1cc(S(=O)(=O)N2CCCCCC2)cc1C(=O)N1CCN(c2ccc(F)cc2)CC1,10.7%[57 µM],-10.5%,15.2%,-22.8%,-9.5%,-0.5,2.8%,-5.9%[57.1 µM],1.4%[57.1 µM]
Cc1ccc(C)c(C(=O)OCC(=O)N(C)c2ccccc2)c1,68.2%[activator],-4.3%,0.0%,-14.4%,3.2%,2.0,7.5%,-3.1%,13.5%
CCC1CCC2(CC1)NC(=O)N(CC(=O)c1c(C)[nH]c3ccccc13)C2=O (configuration not stated),-1.9%,-1.5%,-0.1%,-12.8%,-8.3%,-1.1,1.5%,2.5%,11.0%
CCN(CC)c1ccc(-n2cc3c(=O)n(C)c(=O)n(C)c3c2)cc1,31.6µM*,0.8%,50.4%[activator],-10.6%,i,-3.9,12.3%,44.9%[activator],7.3%
O=C(CSc1ccc(-c2ccccn2)nn1)NCc1ccc(Cl)cc1,25.8%,-8.7%,6.9%,-9.6%,1.8%,6.3,2.2%,-17.2%,-19.7%
Cc1ccc(NC(=O)OCc2cn(-c3ccc(Cl)cc3)nn2)cc1,16.3%,1.6%,5.7%,4.8%,i,-1.8,-0.3%,-8.7%,6.7%
COc1ccccc1CNC(=O)C1CCCN(S(=O)(=O)c2ccc3c(c2)CCCN3C(C)=O)C1 (configuration not stated),9.1%[57 µM],-2.3%,0.1%,-9.4%,i,2.4,-13.8%,6.2%[57.1 µM],32.8%[57.1 µM]
NC(=O)C1(NC(=O)[C@@H]2CC3(CC(c4cccc(NC(=O)[C@@H]5CCC(=O)N5)c4)=NO3)CN2C(=O)Cc2ccc(C(F)(F)F)cc2)CC1 (some centres not stated),31.0%,-2.0%,10.3%,13.0%,7.5%,1.3,-5.5%,-2.4%,-4.3%[57.1 µM]

# A portion of the library. The share of hits here may be higher or lower than overall.
